Source: PubChem (several laboratories)
PKA-R1A activ = activates the PKA-R1A holoenzyme complex | PKA-R1A dissociation, Cy5-IP20 fluorescence polarization; scaled: DMSO 0%, 113 µM cGMP 100% | AID 504707 | 340,000 tested, 0.083% active | activation, % at 11.4 µM;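 active = percent activation above the mean of all tested compounds plus 3 SD, cut at about 19% in these data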;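 note: higher means more PKAc released from R1A so a rise in polarization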
DAGLB inh = blocks human DAGLB lipase activity. Q8NCG7. HEK293T DAGLB membrane lysate, EnzChek fluorogenic substrate. inhibition, % at 5.17 µM. 340,000 tested, 0.059% active; in the data active = inhibition above about 34%;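 note: 0% = enzyme with vehicle and 100% = wells lacking enzyme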
Target sequence (Q8NCG7 whole entry, looked up): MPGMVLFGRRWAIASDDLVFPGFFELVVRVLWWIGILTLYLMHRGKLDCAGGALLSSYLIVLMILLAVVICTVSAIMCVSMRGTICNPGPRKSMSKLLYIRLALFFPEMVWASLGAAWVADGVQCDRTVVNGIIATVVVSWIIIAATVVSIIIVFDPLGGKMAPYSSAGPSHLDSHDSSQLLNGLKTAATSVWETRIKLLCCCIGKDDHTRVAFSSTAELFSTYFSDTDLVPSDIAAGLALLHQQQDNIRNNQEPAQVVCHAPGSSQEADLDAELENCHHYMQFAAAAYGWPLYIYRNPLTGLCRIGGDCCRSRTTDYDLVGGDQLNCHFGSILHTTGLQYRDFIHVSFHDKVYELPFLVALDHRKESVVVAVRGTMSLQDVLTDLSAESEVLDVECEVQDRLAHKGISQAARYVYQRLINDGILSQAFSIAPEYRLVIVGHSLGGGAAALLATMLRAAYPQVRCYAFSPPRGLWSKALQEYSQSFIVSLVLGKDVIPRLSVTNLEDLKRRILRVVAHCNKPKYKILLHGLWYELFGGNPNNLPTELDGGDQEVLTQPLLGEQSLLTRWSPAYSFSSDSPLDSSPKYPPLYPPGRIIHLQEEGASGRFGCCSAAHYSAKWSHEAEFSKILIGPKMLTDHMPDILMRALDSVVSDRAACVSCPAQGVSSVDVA
HTR5A ag = HTR5A agonism, opioid heterodimer counter-screen. P47898. HTR5A agonist assay, luminescence, cell-based. activation, % at 9.3 µM. 340,000 tested, 0.61% active. AID 504692; in the data active = activation mostly above about 9.5%, no sharp cut-off; inactive = mostly below about 7.6%;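 note: 0% = cells with vehicle only and 100% = reference agonist; strong numbers were not always called active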
CDK5 p35 inh = CDK5/p35 (human) kinase inhibition. Recombinant CDK5/p35, ADP-Glo luminescence, 60 min. 330,000 tested, 0.01% active. inhibition, % at 10 µM. Q00535+Q15078;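 active = highest replicate inhibition of at least 50% and at least 75% of replicates reaching 50%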;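 note: plate controls were DMSO neutral control for no effect and GW8510 at 10 µM for full effect; many of its hits are not listed in these tables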
Mot1-301 SUMO = blocks SUMOylation pathway, rescuing yeast Mot1-301 growth | S. cerevisiae Mot1-301 growth rescue, ATP luminescence, 38.5C; percent above DMSO median, 100 means doubled | growth rescue, % at 18.8 µM | 320,000 tested, 1% active;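 active = every valid replicate shows activation above 250% relative to neutral control wells; inactive = the rest, any valid replicate at or below 250%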;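 note: OY570 slx delta 5 strain wells were the positive control but not used for scaling; some compounds called inactive have numbers as strong as hits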
PKA-R2B act = PKA-R2B complex activation; PKA-R2B holoenzyme dissociation, Cy5-IP20 fluorescence polarization; R2B truncated from residue 108, S112A mutant; 0% DMSO only, 100% 113 µM cGMP; activation, % at 11.4 µM; 340,000 tested, 0.079% active;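 active = activation above a cutoff set at the mean over all compounds plus 3 SD, cut at about 18% in these data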;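 note: higher means more holoenzyme dissociation and a rise in polarization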
AddAB inh = less growth of phage-infected E. coli with AddAB | E. coli expressing H. pylori AddAB, absorbance growth | inhibition, % at 11.9 µM | 330,000 tested, 0.29% active | AID 435030; in the data active = inhibition above about 12%;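 note: 0% = vehicle wells of infected cells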
HTR5A inv ag = counter-screen for OPRM1-OPRD1 inverse agonists: human HTR5A inverse agonism. P47898. HTR5A cell line, luminescence. inhibition, % at 9.3 µM. 340,000 tested, 0.083% active. AID 504634; in the data active = inhibition mostly above about 23%, no sharp cut-off; inactive = mostly below about 18%;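 note: 0% = cells with DMSO and 100% = no-cell wells with DMSO; some compounds called inactive have numbers as strong as hits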
Ecoli viability = reduces bacterial viability in AddAB counter-screen. E. coli V3065 growth, OD600 absorbance, 18 h. inhibition, % at 11.9 µM. 330,000 tested, 0.27% active. AID 449728;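 active = inhibition above the campaign's mean inhibition across all tested compounds plus 3 SD, cut at about 9.9% in these data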;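 note: uninfected addAB+ strain grown without phage in ampicillin broth; 0% = DMSO wells and 100% = ciprofloxacin 0.95 µg/ml wells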
phage Ecoli inh = E. coli growth loss with phage present; inhibition, % at 11.9 µM; growth absorbance; AID 651602; 360,000 tested, 0.26% active; in the data active = inhibition above about 11%
Tat transport = E. coli Tat transport inhibition; E. coli MC4100 TorA-mCherry Tat export, fluorescence; inhibition, % at 10 µM; 340,000 tested, 0.036% active; AID 488895;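 active = mean replicate inhibition at least 50% and at least half of replicates individually reaching 50%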;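 note: exported cargo escapes ClpAP degradation while cytoplasmic cargo is degraded and loses fluorescence; 0% = median of neutral control wells and 100% = median of NaSCN control wells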
Active calls of the source: *; . = no result given. Hits appear at their usual frequency; any-hit rate near 2.3%.

The line under a structure holds: AddAB inh | HTR5A inv ag | Mot1-301 SUMO | CDK5 p35 inh | Tat transport | PKA-R2B act | PKA-R1A activ | DAGLB inh | HTR5A ag | Ecoli viability | phage Ecoli inh
CC(NC(=O)[C@H](C)NC(=O)C1CC(=O)N(c2ccc3c(c2)OCO3)C1)c1ccccc1 (stereo not given in full)
    4.3 | 15 | -1 | 1.7 | 2 | -4 | -12 | -2 | -5 | -0.9 | 0.3
NCCCC[C@@H](C(=O)N1CCNCC1)n1cc(CCC(=O)O)nn1
    0.7 | -2 | 134 | -1.1 | -1 | 9 | 5 | -6 | 3 | -1.5 | 2.0
Nc1c(Cl)cc(C2=NCCn3nc4cc([N+](=O)[O-])ccc4c32)cc1Cl
    2.0 | -45 | 23 | -0.5 | -4 | -3 | -1 | 1 | 17 | -0.2 | 2.8
CCOc1ccc(-c2nnn(CC(=O)NCc3ccco3)n2)cc1OCC
    -2.9 | -26 | -9 | -0.1 | 3 | 6 | 4 | -5 | 7 | -2.4 | 4.2
CCOc1ncccc1C(=O)Nc1cc(S(=O)(=O)N2CCCCC2)ccc1OC
    1.3 | -4 | . | -0.4 | -2 | 1 | -12 | 1 | 1 | 1.4 | 2.2
CS(=O)(=O)N(CC(=O)NCCSCc1ccccc1)c1ccccc1
    1.2 | 5 | -3 | -6.1 | 6 | -13 | 1 | 1 | -2 | 0.6 | 5.8
COc1ccc(C2=NOC(C(=O)NCCCN3CCOCC3)C2)cc1 (stereo not given)
    -0.2 | -12 | 5 | 0.2 | 1 | -1 | 0 | -3 | 2 | -2.8 | 0.8
C=CCn1c(SCC(=O)NCC)nc2sc3c(c2c1=O)CCC3
    0.9 | 4 | 21 | 1.3 | 1 | 3 | -2 | 0 | -1 | -1.3 | 1.3
Cc1ccc(S(=O)(=O)Nc2ccc3c(c2)n(C)c(=O)n3C)cc1
    5.0 | 1 | -18 | -0.9 | 3 | 14 | -6 | 1 | 3 | 3.1 | 2.6
CC1CC(C)CN(c2oc(Cc3ccccc3)nc2C#N)C1 (stereo not given)
    0.0 | -7 | -6 | 0.7 | 0 | 4 | 1 | -8 | 2 | -0.2 | 1.3
O=C(Nc1ccccc1)OCc1cnc(Cl)s1
    -0.2 | 14 | -24 | -0.4 | 2 | 1 | 6 | 0 | -5 | 3.8 | 2.2
CC(C)(C)OC(=O)CNC(=O)c1[nH]cnc1C(=O)NC1CCNCC1
    -2.7 | -4 | -8 | 2.6 | -7 | -6 | -6 | 0 | 2 | -4.7 | 1.4
O=c1[nH]c(SCC2CCCCO2)nc2ccccc12 (stereo not given)
    2.0 | 13 | -13 | -0.8 | 2 | 0 | -7 | 2 | -5 | -1.0 | 3.1
COC(=O)c1c(NC(=O)COc2ccc(Cl)cc2Cl)sc2c1CC(C)(C)NC2(C)C
    1.3 | 17 | 88 | -0.7 | -1 | 10 | -4 | -1 | -2 | -2.5 | 3.2
C=CCn1c(Cn2nnc3ccccc32)nnc1SCC(=O)N/N=C/c1cc(Br)cc(OC)c1O
    4.4 | 14 | 212 | -3.1 | 0 | -4 | 2 | -1 | 2 | 0.8 | .
N#Cc1ccc(NCCc2ccccn2)c([N+](=O)[O-])c1
    -1.4 | 1 | -17 | 0.5 | 3 | 6 | 11 | 1 | 0 | -0.9 | 2.4
Cc1cc(C(=O)COC(=O)c2ccc(Cl)c(S(N)(=O)=O)c2)c(C)n1CC1CCCO1 (stereo not given)
    -1.4 | -9 | 331* | 0.4 | 6 | -6 | -11 | 2 | 4 | 0.2 | 4.3
Cn1c(=O)cc(NCCc2ccccc2)[nH]c1=O
    1.3 | -24 | . | 0.6 | -2 | 1 | -8 | -5 | 9 | 1.8 | -0.1
CN(C(=O)c1ccc(NC(=O)Cc2ccc(NC(=O)C3CCN(C(=O)c4ccccc4)CC3)cc2)cc1)C1CC1
    1.6 | 24 | 0 | -0.1 | -2 | -1 | -3 | -1 | -9 | -0.7 | 2.9
CC1=CC2=NC(=O)/C(=C/c3coc4ccccc4c3=O)C(=N)N2O1
    1.2 | . | 9 | 0.5 | -2 | . | . | . | . | 0.7 | 0.5
COc1cc(/C=C/C(=O)OCC(=O)Nc2cc(S(=O)(=O)N3CCOCC3)ccc2Cl)cc(OC)c1OC
    -2.6 | 8 | -18 | -0.6 | 6 | -2 | -1 | -1 | -2 | -0.9 | 0.6
CCC(NC(=O)NCc1cccnc1)(C(F)(F)F)C(F)(F)F
    2.2 | -3 | -1 | 1.9 | 9 | 4 | -9 | 1 | 1 | -0.2 | 2.4
CC(=O)c1c(C(C)=O)c(C)n(-c2nc(-c3ccccc3)c(C)s2)c1C
    2.4 | -31 | 4 | -0.3 | 0 | -12 | -7 | -4 | 0 | -2.2 | 2.8
O=C(NC1c2ccccc2-c2ccccc21)c1ccco1
    0.6 | -28 | 2 | 1.7 | -5 | 12 | 10 | -6 | -1 | 1.5 | 4.6
COc1cc2ccc3c(CCN(C)C)cc(OC)c(OC)c3c2cc1OC
    2.2 | -11 | 12 | 2.7 | 2 | -2 | 1 | 0 | 3 | 0.0 | 0.1
CCCCN(CCCC)CCCNC(=O)C12CN(Cc3ccccc3)CC1C(c1cccc([N+](=O)[O-])c1)=NO2 (stereo not given)
    2.0 | -4 | 106 | 2.6 | 4 | 1 | 6 | 1 | 1 | -1.6 | 3.2
COc1ccc(/C=N/NC(=O)c2cc(C)on2)c2ccccc12
    2.4 | 0 | -23 | 1.2 | -3 | -20 | -9 | -1 | -4 | 1.9 | 1.3
COC(=O)Cn1c2ccccc2c2nc(C)sc21
    0.8 | 11 | -14 | -1.1 | -2 | 12 | 13 | 1 | -3 | -0.2 | 1.7
CCOC(=O)c1c(NC(=O)C2CC2)sc(C)c1CC
    3.1 | 0 | 144 | -0.4 | 2 | 8 | -3 | -6 | 0 | -2.7 | 1.6
CCOC(=O)C1=C(C)NC2=C(C(=O)CC(c3cccs3)C2)C1c1cccs1 (stereo not given)
    4.2 | 16 | -13 | 0.0 | -5 | 12 | -2 | -7 | -5 | 0.6 | 1.3
COc1ccc(Nc2ccc([N+](=O)[O-])c3nonc23)c(OC)c1
    3.5 | 25 | -20 | 2.0 | 3 | -11 | -15 | 29 | 0 | 0.9 | -0.8
COc1cc(OC)cc(C(=O)Oc2ccc(/C=N/Nc3nc4ccccc4s3)cc2OC)c1
    0.0 | -43 | 45 | -1.5 | 7 | 1 | -1 | -1 | 5 | -0.6 | -0.7
C=CCn1c(SCC(=O)Nc2cc(C)on2)nnc1-c1ccccc1F
    -1.0 | 9 | 7 | 0.8 | 10 | 11 | 12 | -3 | -3 | -0.2 | 4.0
COc1ccc(N2CCN(C3CCCCC3NS(=O)(=O)c3ccc(Cl)cc3)CC2)cc1 (stereo not given)
    4.1 | -12 | 16 | 1.6 | 5 | 2 | 1 | -10 | 3 | -0.8 | 3.3
O=c1[nH]nc(-c2cccs2)c2ccccc12
    6.7 | 1 | -16 | 2.6 | -1 | 0 | -5 | -2 | 0 | -0.8 | 2.2
Cc1cccc(OCC(=O)NCC(=O)N/N=C/c2ccc([N+](=O)[O-])cc2)c1
    0.8 | -16 | -4 | -3.3 | 5 | -10 | 1 | 3 | 6 | -1.2 | 4.3
Cc1ccc(NC(=O)NC2CCN(S(=O)(=O)c3ccc(F)cc3)CC2)cc1
    0.6 | 10 | 71 | -3.4 | 1 | -1 | -9 | -4 | -4 | 0.7 | 1.2
COP(C)(=O)c1c(C)nn(-c2ccccc2)c1C (stereo not given)
    0.4 | -7 | 4 | 1.8 | 1 | -2 | 6 | -3 | 2 | -1.3 | -0.5
COc1ccc(-c2[nH]ncc2/C=N/NC(=O)c2ccc(Br)cc2)c(OC)c1
    2.4 | 2 | -7 | 1.2 | 4 | -9 | 0 | 0 | 1 | -0.3 | 3.4

In the list so far, 5 contain a thiophene ring, fused or not:
The line under a structure holds: AddAB inh | HTR5A inv ag | Mot1-301 SUMO | CDK5 p35 inh | Tat transport | PKA-R2B act | PKA-R1A activ | DAGLB inh | HTR5A ag | Ecoli viability | phage Ecoli inh
C=CCn1c(SCC(=O)NCC)nc2sc3c(c2c1=O)CCC3
    0.9 | 4 | 21 | 1.3 | 1 | 3 | -2 | 0 | -1 | -1.3 | 1.3
COC(=O)c1c(NC(=O)COc2ccc(Cl)cc2Cl)sc2c1CC(C)(C)NC2(C)C
    1.3 | 17 | 88 | -0.7 | -1 | 10 | -4 | -1 | -2 | -2.5 | 3.2
CCOC(=O)c1c(NC(=O)C2CC2)sc(C)c1CC
    3.1 | 0 | 144 | -0.4 | 2 | 8 | -3 | -6 | 0 | -2.7 | 1.6
CCOC(=O)C1=C(C)NC2=C(C(=O)CC(c3cccs3)C2)C1c1cccs1 (stereo not given)
    4.2 | 16 | -13 | 0.0 | -5 | 12 | -2 | -7 | -5 | 0.6 | 1.3
O=c1[nH]nc(-c2cccs2)c2ccccc12
    6.7 | 1 | -16 | 2.6 | -1 | 0 | -5 | -2 | 0 | -0.8 | 2.2
